cytoskel mod: alters cytoskeleton assembly in HUVEC cells; HUVEC TNFa F-actin phalloidin imaging, high content; inhibition, % at 2 µM; actives 0.18% (n = 91,000);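 active means inhibition above the batch mean plus 3 SD and confirmed as a hit by visual image inspection, cut at about 30% in these data, passing the limit was not always enough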; further: strong numbers were not always called active
LYP act: activators of human LYP (PTPN22) phosphatase. recombinant LYP, DiFMUP fluorescence; 0 = plate median, 100 = signal doubled. actives 0.11% (n = 96,000). activation, % at 2 µM;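 active means activation at 2 µM above a set limit, the mean plus 5 SD, cut at about 37% in these data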
PTPN22 inh 2: inhibitors of human LYP (PTPN22) phosphatase; actives 0.21% (n = 96,000); inhibition, % at 2 µM; recombinant LYP catalytic domain, DiFMUP fluorescence;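 active means inhibition at 2 µM at or above a set limit, the screen mean plus 3 SD, cut at about 24% in these data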;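 further: 0% = DMSO with enzyme and 100% = enzyme fully blocked by orthovanadate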
HUVEC tox TNFa: HUVEC cytotoxicity counter-screen, TNF alpha stimulated | actives 0.17% (n = 93,000) | HUVEC TNFalpha-stimulated, Hoechst cell count, imaging | cell count reduction, % at 2 µM | AID 848;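 active means cell count reduction exceeding the screen mean by over 5 SD, scaled to untreated wells per plate, cut at about 78% in these data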;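 further: cells counted after 24 h of TNF alpha exposure following the 1 h pretreatment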
Pyk2 oligo antag: blocks oligomerization of human Pyk2 in cells; z-score (the deposit names both 25 µM and 10 µM); actives 0.83% (n = 99,000); Q293 cells, Pyk2 FERM NanoBiT luminescence; stronger effect = lower value; Q14289;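 active means Z-score of -3 or lower, scaled per plate to the spread of control and sample wells; inactive means z-score above -3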;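 further: negative z-score means lost luminescence so less FERM oligomerization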
Target sequence (Q14289 whole entry, looked up): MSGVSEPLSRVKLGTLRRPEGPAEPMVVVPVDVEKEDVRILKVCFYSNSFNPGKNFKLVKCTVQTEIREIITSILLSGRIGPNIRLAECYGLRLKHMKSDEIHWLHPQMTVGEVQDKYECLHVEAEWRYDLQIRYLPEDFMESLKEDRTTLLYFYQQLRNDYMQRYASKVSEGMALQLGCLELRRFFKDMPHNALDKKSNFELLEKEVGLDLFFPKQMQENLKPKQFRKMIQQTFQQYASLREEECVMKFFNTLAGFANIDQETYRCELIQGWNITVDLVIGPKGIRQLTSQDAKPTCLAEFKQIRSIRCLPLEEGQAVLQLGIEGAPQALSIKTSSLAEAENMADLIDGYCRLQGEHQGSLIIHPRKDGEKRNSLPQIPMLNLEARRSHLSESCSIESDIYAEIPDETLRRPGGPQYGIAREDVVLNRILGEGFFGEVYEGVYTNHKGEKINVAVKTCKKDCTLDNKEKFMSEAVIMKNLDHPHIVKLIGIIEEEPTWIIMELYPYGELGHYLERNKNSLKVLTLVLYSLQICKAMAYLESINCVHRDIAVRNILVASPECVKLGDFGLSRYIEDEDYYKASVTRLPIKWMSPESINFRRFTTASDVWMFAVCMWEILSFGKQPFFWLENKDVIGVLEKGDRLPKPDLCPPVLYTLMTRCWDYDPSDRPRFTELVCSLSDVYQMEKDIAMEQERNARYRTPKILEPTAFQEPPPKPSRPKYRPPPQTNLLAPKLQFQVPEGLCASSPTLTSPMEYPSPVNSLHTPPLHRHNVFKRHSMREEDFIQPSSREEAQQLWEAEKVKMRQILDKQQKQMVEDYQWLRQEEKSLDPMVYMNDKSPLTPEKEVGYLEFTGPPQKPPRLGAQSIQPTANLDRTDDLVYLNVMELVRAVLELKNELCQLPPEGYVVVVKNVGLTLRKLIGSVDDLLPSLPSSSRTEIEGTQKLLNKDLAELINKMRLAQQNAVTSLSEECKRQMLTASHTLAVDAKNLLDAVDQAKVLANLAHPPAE
VCAM1 TNFa inh: reduces TNF alpha induced VCAM1 expression in HUVEC | HUVEC TNFa-induced VCAM-1 immunofluorescence, high-content imaging | inhibition, % at 2 µM | actives 0.48% (n = 95,000);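 active means inhibition above the batch mean plus 3 SD, with images confirmed as a hit by eye, cut at about 37% in these data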;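 further: 0% = TNF-stimulated DMSO wells and 100% = unstimulated control wells; not every result past the cut was called active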
HUVEC tox IL1B: toxic to HUVEC cells under IL-1B stimulation; HUVEC cell count loss, Hoechst imaging, IL-1B stimulated; cell count reduction, % at 2 µM; actives 0.41% (n = 94,000); AID 845;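 active means cell count reduction more than 3 SD above the screen-wide mean, cut at about 70% in these data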;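 further: normalized per plate to untreated control cells as the no-loss baseline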
ERa SRC1 inh: ER-alpha (human) coactivator binding inhibition; inhibition, % at 25.6 µM; TR-FRET ER-alpha LBD / SRC-1 peptide, estradiol-bound; P03372; actives 1.7% (n = 86,000); in the data active means inhibition above about 50%;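 further: 0% = receptor plus peptide control and 100% = peptide only without receptor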
FAK blocker: blocks human focal adhesion kinase activity; biochemical FAK kinase activity assay; inhibition, %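 (tested at 7 µM)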; actives 0.84% (n = 97,000); AID 727; in the data active means inhibition above about 19%;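 further: 0% = DMSO and 100% = reference compound high control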
The depositor's hits bear a star; · = not tested or not shown; [ ] = another dose, or the depositor's remark. The order is random. About 3.8% of those tested had a hit in this group.

Each structure is followed by: cytoskel mod	LYP act	PTPN22 inh 2	HUVEC tox TNFa	Pyk2 oligo antag	VCAM1 TNFa inh	HUVEC tox IL1B	ERa SRC1 inh	FAK blocker
#1 CC1=CC(C)(C)N2C(=O)C3(C(C#N)=C(N)OC4=C3C(=O)CC(C)(C)C4)c3cc(C)cc1c32 (configuration not stated)
    -4	-1	-2	10	-1.1	9	20	4	0
#2 CCn1c(-c2ccc(C)cc2)n[nH]c1=S
    -12	1	1	-10	0.46	-6	-1	6	0
#3 O=C1C2=C(SCCS2)C(=O)N1c1ccccc1
    -34	-6	4	-14	-0.36	-29	-44	3	1
#4 COc1ccc(C)cc1NC(=O)c1cc2ccccc2o1
    -14	-11	8	-12	-1.6	1	-1	16[fluorescence artefact?]	-5
#5 COCCn1c(C)cc(C(=O)COC(=O)c2c(C)nn(Cc3ccccc3)c2C)c1C
    11	-2	-1	-10	0.32	-8	-22	-8[fluorescence artefact?]	-4
#6 CCCCOC(=O)C1CCCC(C(=O)OCCCC)N1 (configuration not stated)
    5	9	-9	4	0.22	-12	17	·	3
#7 CCOC(=O)C(C)(C)Sc1nc2c(cnn2-c2ccc(Cl)cc2)c(=O)[nH]1
    3	-7	6	16	·	12	29	-15	9
#8 Cc1n(CC(O)COC2CCCCC2)c2ccccc2[n+]1C (configuration not stated)
    -38	4	-6	-16	1.2	8	3	-6	1
#9 CCC1CC(CSc2ncn[nH]2)OC1=O (configuration not stated)
    14	2	0	-4	-0.89	1	-18	-3	5
#10 Cc1nnc(SCC(=O)Nc2ncc3c(n2)CC(c2ccccc2)CC3=O)s1 (configuration not stated)
    9	-1	4	-20	0.65	13	-8	5	-1
#11 CC(C)(C)c1cc(NS(=O)(=O)c2ccc3c(c2)OCCO3)on1
    20	8	-6	-16	-0.46	5	-7	-6	1
#12 O=C(C1CCCO1)N1CCC(O)(c2ccccc2)CC1 (configuration not stated)
    -7	5	-5	-13	0.32	11	10	25	-3
#13 COc1ccc(C/C(N)=N/n2cnnc2)cc1Cl
    10	-1	-1	·	1.8	-37	-4	·	0
#14 Cc1ccc(C)c(N2CCN(C(=O)CCCn3c(=S)[nH]c4cc5c(cc4c3=O)OCO5)CC2)c1
    -8	10	-13	6	-1.7	15	-16	-1	0
#15 CCOc1ccc(Cn2nnc(C(=O)NCCc3ccccc3)c2N)cc1
    12	-11	8	-38	·	2	0	7[fluorescence artefact?]	-1

Continued:
Each structure is followed by: cytoskel mod	LYP act	PTPN22 inh 2	HUVEC tox TNFa	Pyk2 oligo antag	VCAM1 TNFa inh	HUVEC tox IL1B	ERa SRC1 inh	FAK blocker
#16 O=C1N=C(N2CCC(Cc3ccccc3)CC2)S/C1=C/c1cn[nH]c1-c1ccccc1
    -3	-5	9	-8	-0.99	8	0	·	3
#17 COC(=O)c1c(-c2ccc(C)cc2)csc1NC(=O)Cc1ccc(OC)c(OC)c1
    9	1	-6	-15	-0.55	-42	-24	·	0
#18 COc1ccc(N(CN2C(=O)C3C4C=CC(C4)C3C2=O)C(=O)c2ccco2)cc1 (configuration not stated)
    -3	3	-5	1	0.17	-4	-10	-9	-3
#19 CC(C)OCCCN1CN(S(=O)(=O)c2ccccc2)c2nc3ccccc3nc21
    18	0	-2	-6	-0.12	6	-32	8	-3
#20 Cc1cccnc1NC(=O)COc1ccc2oc3c(c2c1)CCCC3
    ·	-1	0	·	1.1	·	-26	-27	0
#21 Cc1cccc(NC(=S)NNC(=S)NCc2ccccc2)c1
    16	0	2	49	0	-14	14	0	-2
#22 O=S(=O)(Cc1nc2ccccc2s1)c1ccccc1
    1	-6	4	3	0.3	8	16	0	5
#23 COC(=O)c1ccc(CNC(=O)CSc2nc3sc(C)c(C)c3c(=O)n2C)o1
    -10	-4	5	10	1.7	24	31	4	0
#24 Cc1cccc(OCC(=O)N(C)CCc2ccccn2)c1
    1	4	-1	3	1.5	-4	1	2	0
#25 CC(C)OC(=O)c1c(F)c(F)c(N2CCOCC2)c(F)c1F
    -8	-2	-2	-5	-0.85	14	·	-10	-1
#26 CCCCc1nnc(NC(=O)CS(=O)(=O)Cc2ccccc2)s1
    -10	-1	4	-14	0.83	-2	11	3	-2
#27 CCCNC(=O)CN(C1CCCCC1)S(C)(=O)=O
    3	-14	12	-7	1	7	-103	3	0
#28 CCCC1CC(c2csc(N)n2)CCO1 (configuration not stated)
    12	10	-12	-12	1.1	9	10	-2[fluorescence artefact?]	-7
#29 Cc1cc(C)nc(NS(=O)(=O)c2ccc(NC(=S)NC(=O)C(C)(C)C)cc2)n1
    6	1	1	-12	-0.16	7	-14	-6	-1
#30 CCOc1ccc(C(=O)Nc2ccc(Cl)cn2)cc1Cl
    -9	-1	1	-4	0.29	0	23	6[fluorescence artefact?]	10

Ordered by length of the SMILES (descending): 4 of the compounds above
Each structure is followed by: cytoskel mod	LYP act	PTPN22 inh 2	HUVEC tox TNFa	Pyk2 oligo antag	VCAM1 TNFa inh	HUVEC tox IL1B	ERa SRC1 inh	FAK blocker
#12 O=C(C1CCCO1)N1CCC(O)(c2ccccc2)CC1 (configuration not stated)
    -7	5	-5	-13	0.32	11	10	25	-3
#4 COc1ccc(C)cc1NC(=O)c1cc2ccccc2o1
    -14	-11	8	-12	-1.6	1	-1	16[fluorescence artefact?]	-5
#2 CCn1c(-c2ccc(C)cc2)n[nH]c1=S
    -12	1	1	-10	0.46	-6	-1	6	0
#28 CCCC1CC(c2csc(N)n2)CCO1 (configuration not stated)
    12	10	-12	-12	1.1	9	10	-2[fluorescence artefact?]	-7

Additional results follow.
Each structure is followed by: cytoskel mod	LYP act	PTPN22 inh 2	HUVEC tox TNFa	Pyk2 oligo antag	VCAM1 TNFa inh	HUVEC tox IL1B	ERa SRC1 inh	FAK blocker
#31 COC(=O)C(Cc1ccc(OC(=O)c2ccc(C(F)(F)F)cc2)cc1)N1Cc2ccccc2C1=O (configuration not stated)
    12	-7	10	-25	0.12	12	-6	·	-2
#32 O=C(CN1CCC(O)(c2ccc3c(c2)OCO3)CC1)N1CCOCC1
    14	0	0	-14	0.6	-12	-24	-10	0
#33 CCOc1ccc(NS(=O)(=O)c2ccc(OCC(=O)N3CCCC3)cc2)cc1
    14	-3	-2	-36	0	-16	-10	3	-1
#34 CCOc1c(C(=O)CC)cc2c(C)cc(=O)oc2c1C
    0	7	-6	·	-0.47	19	-28	-2[fluorescence artefact?]	1
#35 CC(C)COC(=O)c1nnsc1NC(=O)Nc1ccccc1
    12	-2	0	-13	-0.38	-5	-22	64*[fluorescence artefact?]	9
#36 COc1ccccc1N/N=C/c1c(CO)cnc(C)c1O
    1	1	3	45	-0.38	12	-9	-14[fluorescence artefact?]	3
#37 CCOc1nc(-c2ccccc2)ccc1-c1noc(COC)n1
    -11	0	-5	-13	-2.3	-47	-39	-4	5
#38 Cc1oc2cc3c(C(=O)N4CCCCC4)c(C)oc3cc2c1C(=O)N1CCCCC1
    -22	-8	7	80*	-0.16	89*	0	-2	4
#39 CC(C)C(c1nnnn1C1CCCC1)N1c2ccccc2CC1C (configuration not stated)
    15	6	-9	-39	0	1	-7	6	-3
#40 COc1ccc(N2CCN(C(=O)CCc3nc(-c4ccc(C)cc4)no3)CC2)cc1
    ·	2	-1	6	0.89	21	-19	-4	2
#41 O=C(Nc1ccccc1Cl)C1CCCN(S(=O)(=O)c2ccc(F)cc2)C1 (configuration not stated)
    -12	5	-8	-16	2	3	-4	2[fluorescence artefact?]	1
#42 O=C(NC1CCCC1)C(c1ccc(Cl)cc1)N1CCc2ccccc21 (configuration not stated)
    4	8	-8	11	·	5	-2	-5	-2
#43 COc1ccccc1NC(=O)Cn1nc(-c2ccc(Cl)cc2)c2ccccc2c1=O
    9	-2	4	8	0.56	17	16	16	-1
#44 CCC1CCCCN1Cc1ccc(OC)c(C)c1C (configuration not stated)
    -17	6	-3	-15	0.78	-15	-39	-4	-1
#45 COC(=O)c1[nH]c2ccccc2c1NC(=O)CN1CCCCCC1
    20	-3	2	-5	-0.65	7	-18	11	3

(cont.)
Each structure is followed by: cytoskel mod	LYP act	PTPN22 inh 2	HUVEC tox TNFa	Pyk2 oligo antag	VCAM1 TNFa inh	HUVEC tox IL1B	ERa SRC1 inh	FAK blocker
#46 N#Cc1ncc(C(F)(F)F)cc1Sc1ccccc1N
    6	8	-9	-6	0.27	1	-14	-9	0
#47 O=C(Nc1ccc2nc(-c3ccccn3)[nH]c2c1)C1CCCCC1
    -14	-12	15	-2	-0.78	2	0	-4	5
#48 COc1cccc(OCCCCN2CCCCC2)c1
    -3	-7	9	0	-0.18	6	·	9	-1
#49 COc1ccc(CNC(=O)c2cc(-c3ccccc3O)n[nH]2)cc1
    -21	-2	2	-9	0.64	-2	1	4	2
#50 COC(=O)c1cccc(S(=O)(=O)N2CCC(NC(=O)Nc3cccc(F)c3)CC2)c1
    -19	1	-2	-25	-0.44	12	-16	7	-1
#51 CCCc1cc(=O)[nH]c(SCC(=O)N(CC)C2CCS(=O)(=O)C2)n1 (configuration not stated)
    -21	-8	10	2	0.67	-7	-23	-15	-1
#52 O=C1CSC(c2cn(-c3ccccc3)nc2-c2cc3ccccc3oc2=O)N1Cc1ccco1 (configuration not stated)
    12	-15	16	-25	-1.8	-4	21	11[fluorescence artefact?]	-2
#53 S=c1[nH]nc(CSc2nc3ccccc3s2)n1Cc1ccccc1
    1	5	-4	-14	0.04	18	-15	1	2
#54 Cc1nnc(SC(C)C(=O)NCC2CCCO2)n1-c1ccccc1 (configuration not stated)
    -12	-6	6	-8	0.65	12	-56	5	-2
#55 COc1cc(NC(=O)C2CC(=O)NC3=C2C(=O)CCC3)c(OC)cc1Cl (configuration not stated)
    5	4	-1	4	0.41	-11	-4	-11	1
#56 O=C(CSC1=NCCN1)NC1CCCCCC1
    20	-11	12	-31	-0.68	6	-7	-6	0
#57 O=C1CCCC/C1=C/Nc1ccc2c(c1)OCO2
    18	-1	0	-8	-0.66	17	-31	3[fluorescence artefact?]	1
#58 CN(C)c1oc(-c2cccs2)nc1C#N
    -26	-7	5	-19	0.47	0	0	-11	5
#59 CCCOc1nc2c(c(=O)n(C)c(=O)n2C)n1CC
    6	2	-4	6	·	-1	41	-1	2
#60 NC(=O)Cn1c(=O)n(CCc2ccccc2)c(=O)c2c3c(sc21)CCCC3
    -6	-2	5	-1	-1.1	12	5	5	-2

Next section:
Each structure is followed by: cytoskel mod	LYP act	PTPN22 inh 2	HUVEC tox TNFa	Pyk2 oligo antag	VCAM1 TNFa inh	HUVEC tox IL1B	ERa SRC1 inh	FAK blocker
#61 CCCCN(C)C(=O)c1sc2ncn(CC)c(=O)c2c1C
    -13	11	-7	9	1.3	18	2	·	-4
#62 Cc1ccc(C23CC4CC(CC(NC(=O)NCCN(C)C)(C4)C2)C3)cc1
    8	-3	6	-41	1.2	-1	17	·	2
#63 c1ccc2c(c1)[nH]c1nc(SCCN3CCOCC3)nnc12
    2	18	-18	3	0.91	5	-63	6[fluorescence artefact?]	0
#64 CCOC(=O)C1=C(O)C(Nc2nccs2)(C(F)(F)F)N=C1C (configuration not stated)
    7	2	-5	-42	-1	14	-1	1	-1

Bioassay records (PubChem BioAssay)
